Screening results: PubChem BioAssay, several laboratories
Keap1 Nrf2 FP = inhibitors of human Keap1-Nrf2 protein-protein interaction | Keap1 Kelch-Nrf2 peptide fluorescence polarization, 1536-well | AID 504523 | actives 0.15% (n = 340,000) | inhibition, % at 9.4 µM; in the data active means inhibition above about 12%;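 further: human Keap1 Kelch domain with fluorescein labeled Nrf2 9mer peptide probe; 0% = neutral control wells and 100% = peptide positive control; higher means more block of Keap1 binding to Nrf2 peptide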
C-LANA FP = inhibitors of KSHV LANA C-terminal domain DNA binding. MBP-C-LANA/FAM-LBS DNA binding, fluorescence polarization. inhibition, % at 9 µM. actives 0.078% (n = 340,000);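 active means highest replicate inhibition at or above 60% at 9 µM, even if other replicates fall short; inactive means all replicates below 60% inhibition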;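 further: 0% = neutral control wells and 100% = 4 µM acridine orange control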
Cardiac RTF inh = cardiac RTF calcium desensitization. actives 0.12% (n = 340,000). P19429+P45379. inhibition, % at 7.15 µM. IANBD-labeled cardiac RTF, Ca2+ fluorescence. AID 493244;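 active means inhibition above the mean inhibition of all tested compounds plus 3 SD, cut at about 17% in these data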;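 further: assay run at fixed EC70 calcium of 1.6 mM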
CAL PDZ FP-1 = inhibitors of human CAL PDZ peptide binding | AID 504414 | inhibition, % at 20 µM | actives 0.02% (n = 330,000) | purified CAL PDZ, TMR-peptide fluorescence polarization, 1 h | Q9HD26;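 active means highest replicate inhibition of at least 40%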;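 further: plate controls were DMSO neutral control wells for no effect and unlabeled competitor peptide control wells for full effect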
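material = purified tagged CAL PDZ domain construct (CerCALP) | buffer or medium = sodium phosphate/NaCl buffer pH 7.4 with TCEP, IgG, Thesit | reagent = TMR-labelled reporter peptide T*-PRC34 bound in PDZ groove | incubation = 1 h room-temperature incubation prior to read | measured by = fluorescence polarization (mP) | evaluation = percent inhibition from loss of millipolarization | control set = unlabelled peptide and DMSO controls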
DAGLB inhibitor = diacylglycerol lipase beta (human) inhibition | Q8NCG7 | actives 0.059% (n = 340,000) | inhibition, % at 5.17 µM | HEK293T DAGLB membrane lysate, EnzChek fluorogenic substrate | AID 504411; in the data active means inhibition above about 34%;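 further: 0% = enzyme with vehicle and 100% = wells lacking enzyme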
Target sequence (Q8NCG7 whole entry, looked up): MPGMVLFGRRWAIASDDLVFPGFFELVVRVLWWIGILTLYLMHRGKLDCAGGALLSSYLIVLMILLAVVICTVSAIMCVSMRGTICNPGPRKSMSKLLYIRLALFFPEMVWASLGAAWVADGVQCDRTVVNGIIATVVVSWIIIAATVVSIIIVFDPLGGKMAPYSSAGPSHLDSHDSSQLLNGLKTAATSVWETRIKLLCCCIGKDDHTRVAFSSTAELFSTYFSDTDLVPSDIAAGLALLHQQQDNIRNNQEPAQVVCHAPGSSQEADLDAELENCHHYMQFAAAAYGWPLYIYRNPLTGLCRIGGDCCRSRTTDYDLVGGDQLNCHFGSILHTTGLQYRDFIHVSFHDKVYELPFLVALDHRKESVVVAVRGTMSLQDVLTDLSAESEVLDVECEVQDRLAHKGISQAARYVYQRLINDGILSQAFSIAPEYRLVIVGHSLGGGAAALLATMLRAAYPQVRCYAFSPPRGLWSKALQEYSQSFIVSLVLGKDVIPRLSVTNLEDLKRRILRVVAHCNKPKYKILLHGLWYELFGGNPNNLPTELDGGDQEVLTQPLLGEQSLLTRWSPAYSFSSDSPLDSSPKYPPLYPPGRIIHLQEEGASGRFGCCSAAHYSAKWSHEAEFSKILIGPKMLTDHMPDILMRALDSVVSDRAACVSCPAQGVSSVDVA
PKA-R2B activ = activators of human PKA-R2B complex; PKA-R2B holoenzyme dissociation, Cy5-IP20 fluorescence polarization; R2B truncated from residue 108, S112A mutant; 0% DMSO only, 100% 113 µM cGMP; activation, % at 11.4 µM; actives 0.079% (n = 340,000);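 active means activation above a cutoff set at the mean over all compounds plus 3 SD, cut at about 18% in these data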;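 further: higher means more holoenzyme dissociation and a rise in polarization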
Rtt109 HAT inh = C. albicans Rtt109 histone acetyltransferase inhibition. purified Rtt109/Vps75, ThioGlo CoA-SH fluorescence, 4 h. inhibition, % at 34.9 µM. AID 540336. actives 0.16% (n = 330,000). Q5AAJ8;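 active means inhibition of at least 50% in every replicate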
Target sequence (Q5AAJ8 whole entry, looked up): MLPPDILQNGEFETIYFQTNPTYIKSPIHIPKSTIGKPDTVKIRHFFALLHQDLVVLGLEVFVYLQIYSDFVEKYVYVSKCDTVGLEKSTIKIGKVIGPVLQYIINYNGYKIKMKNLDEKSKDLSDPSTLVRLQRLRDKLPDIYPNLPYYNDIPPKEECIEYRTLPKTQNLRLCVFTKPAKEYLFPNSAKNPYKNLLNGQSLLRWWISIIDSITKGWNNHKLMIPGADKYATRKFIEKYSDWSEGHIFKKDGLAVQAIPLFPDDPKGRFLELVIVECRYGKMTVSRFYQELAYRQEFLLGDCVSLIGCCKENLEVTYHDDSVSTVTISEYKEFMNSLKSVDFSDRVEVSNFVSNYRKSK
SR-BI DiI-HDL act = SR-BI HDL lipid transfer activation. CHO ldlA[mSR-BI] cells, DiI-HDL uptake fluorescence, 3 h; 100 = double the neutral-control signal. activation, % at 12.5 µM. actives 0.096% (n = 320,000). AID 504775;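 active means mean replicate activation of at least 60% and every replicate at or above 60%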;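 further: 0% = median plate neutral-control signal and 100% = twice that signal; values of inactives mirror those of a sister screen read the other way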
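system = CHO ldlA[mSR-BI] cells, LDL receptor-null, SR-BI overexpressing | medium = Ham's F12 with 0.5% BSA, HEPES 25 mM, pH 7.4 | probe or stimulus = DiI-HDL 10 µg/mL | compound dosing = single-point compound dose | incubation = compound exposure 3 h, 37 °C | technique = DiI fluorescence, bottom read | read-out = cell-associated DiI fluorescence as measure of HDL uptake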
cardiac RTF act = increases calcium sensitivity of human cardiac regulated thin filaments; activation, % at 7.2 µM; IANBD-labeled TnC RTF fluorescence at EC20 calcium; 0% EC20 calcium, 100% full calcium; AID 493008; P19429+P45379; actives 0.24% (n = 340,000);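 active means activation above the mean over all tested compounds plus 3 SD, cut at about 30% in these data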;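 further: rise in fluorescence read as greater calcium sensitivity of cardiac thin filaments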
CAL PDZ FP-2 = CAL PDZ (human) peptide binding inhibition; Q9HD26; purified CAL PDZ, TMR-peptide fluorescence polarization, 1 h; inhibition, % at 24.9 µM; actives 0.92% (n = 300,000); AID 602252;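 active means mean inhibition of at least 30% with at least half of replicates also reaching 30%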;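 further: 0% = DMSO neutral control and 100% = excess unlabeled competitor peptide PRC23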
Active calls of the source: *; / = not tested or not shown. Compounds as they come. About 1.6% of those tested had a hit in this group.

(1) COc1cc2c(cc1OC)CN(CC(=O)Nc1ccccc1SC)CC2
(2) CC(=O)Nc1c(C)nn(-c2ccc([N+](=O)[O-])cc2)c1C
(3) COc1cccc(C=NCCNC(=O)c2nonc2N)c1O
(4) Cc1ccc(S(=O)(=O)Oc2ccc(/C=C3\N=C(c4cccc(C)c4)OC3=O)cc2)cc1
(5) O=C(NCc1cccnc1)c1cccc(S(=O)(=O)N2CCCCC2)c1
(6) CCOC(=O)C1=C(COC(=O)c2ccc(Cl)cc2[N+](=O)[O-])NC(=O)NC1C (centres undefined)
assay / entry	1	2	3	4	5	6
Keap1 Nrf2 FP	-4	3	0	-1	-5	0
C-LANA FP	-0.2	0.6	0.1	-2.2	-0.4	1.1
Cardiac RTF inh	3	-8	-1	-5	2	-7
CAL PDZ FP-1	-2.6	-4.2	/	-0.9	-2.5	-2.3
DAGLB inhibitor	0	2	2	3	-6	-2
PKA-R2B activ	-1	1	5	2	-1	-2
Rtt109 HAT inh	6	3	4	6	0	19
SR-BI DiI-HDL act	-19	19	6	-4	2	22
cardiac RTF act	-5	4	5	1	-2	-7
CAL PDZ FP-2	-3	-5	6	-2	-2	-2

(7) COc1ccc(N2CCN(C(=O)c3ccc4ccccc4n3)CC2)cc1
(8) CCN1C(=O)C(CC(=O)Nc2c(C)cccc2C)SC1=Nc1ccc(S(N)(=O)=O)cc1 (centres undefined)
(9) CN(C)CCOc1ccccc1C(C)(C)C
(10) COCc1[nH]nc2c1C(c1cc(OC)c(O)c(OC)c1)C(C#N)=C(N)O2 (centres undefined)
(11) N#C/C(=C\c1ccccc1)C(=O)Nc1cc(S(=O)(=O)N2CCOCC2)ccc1N1CCCC1
(12) Cc1ccc(C2Nc3ccccc3NC3=C2C(=O)CC(C)(C)C3)c(O)c1 (centres undefined)
assay / entry	7	8	9	10	11	12
Keap1 Nrf2 FP	0	5	-4	-12	-5	1
C-LANA FP	1.1	0.8	-0.5	-2.3	0.6	0.3
Cardiac RTF inh	-31	-4	8	-9	-16	-12
CAL PDZ FP-1	0.3	-1.4	/	-1.5	-1.6	-1.5
DAGLB inhibitor	0	-1	2	-1	2	-2
PKA-R2B activ	4	5	-4	7	-19	-4
Rtt109 HAT inh	-3	11	0	5	5	-7
SR-BI DiI-HDL act	-12	-21	34	23	-13	14
cardiac RTF act	-5	4	17	-1	-6	4
CAL PDZ FP-2	-2	-1	2	5	3	-2

(13) O=C(COc1cccc2c1CCNC2=O)Nc1cccc(F)c1
(14) COc1c(Br)cc([N+](=O)[O-])c(OC)c1C(=O)NC(=O)Nc1c(Cl)cccc1Cl
(15) CC(=O)c1ccc(N2CCN(C(=O)c3noc4c3CSc3ccccc3-4)CC2)cc1
(16) CCCOC(=O)C1=C(C)NC2=C(C(=O)CCC2)C1c1cccs1 (centres undefined)
(17) COc1ccccc1NC(=O)c1cc([N+](=O)[O-])ccc1N1CCOCC1
(18) CC1CCC(=O)N(CCC#N)CC1 (centres undefined)
assay / entry	13	14	15	16	17	18
Keap1 Nrf2 FP	5	-3	-1	4	-4	1
C-LANA FP	0.6	-1.1	1.4	-0.7	-0.4	0.0
Cardiac RTF inh	5	/	-8	-5	-2	-14
CAL PDZ FP-1	-0.5	-0.2	-0.9	-1.5	-2.1	0.3
DAGLB inhibitor	-2	/	-1	-1	-4	-1
PKA-R2B activ	-9	/	-3	6	-13	-7
Rtt109 HAT inh	5	-2	-11	-2	-18	3
SR-BI DiI-HDL act	7	-9	15	11	-58	-2
cardiac RTF act	4	/	2	-3	6	2
CAL PDZ FP-2	/	/	/	-3	-2	-1

(19) C=CCNC(=S)N1CCC(C(=O)c2ccc(OC)cc2)CC1
(20) COc1ccc(CN2C(=O)CN=C2Nc2cccc(C)c2C)cc1
(21) CC(=C\c1ccco1)/C=C(\C#N)C(=O)NCCc1c[nH]c2ccccc12
(22) Cc1cccc(C)c1NC(=O)C(=O)c1cn(C)c2ccccc12
(23) C=CCNC(=O)CN1CCN(C(c2ccccc2)c2ccccc2)CC1
(24) CCOc1ccc(-c2nc(CSCC(=O)NCC3CCCO3)c(C)o2)cc1 (centres undefined)
assay / entry	19	20	21	22	23	24
Keap1 Nrf2 FP	0	2	-5	-7	-1	-3
C-LANA FP	0.2	-0.5	0.9	0.4	2.2	0.6
Cardiac RTF inh	-1	-2	2	-4	-1	-6
CAL PDZ FP-1	-1.7	-2.6	-0.8	-1.2	1.4	-1.8
DAGLB inhibitor	-1	-4	1	-1	-1	-2
PKA-R2B activ	-6	4	-4	-9	-1	0
Rtt109 HAT inh	0	-9	-1	-10	5	-6
SR-BI DiI-HDL act	-30	/	4	-64	28	-6
cardiac RTF act	-3	-2	1	-1	-9	14
CAL PDZ FP-2	-3	-5	-5	-3	-2	-4

(25) O=C(O)c1cc(NC(=O)c2ccccc2F)cc(NC(=O)c2ccccc2F)c1
(26) COc1ccccc1CNC(=O)/C=C/c1ccc(S(=O)(=O)NCc2ccco2)cc1
(27) COCCCNC(=O)c1c(-c2ccccc2)noc1C
(28) Fc1cccc(/C=C2\CCCC3=C2NC(=S)NC3c2cccc(F)c2)c1 (centres undefined)
(29) Cc1ccc(Nc2nc(Cl)nc(NC(C)(C)C)n2)cc1
(30) CCCCn1c(N)c(N(C)C(=O)c2ccc(OCC3CCCO3)cc2)c(=O)[nH]c1=O (centres undefined)
assay / entry	25	26	27	28	29	30
Keap1 Nrf2 FP	2	-1	-1	2	-2	0
C-LANA FP	-0.7	-0.5	-0.9	-1.9	-0.1	-0.9
Cardiac RTF inh	0	4	-4	0	0	-3
CAL PDZ FP-1	-4.3	-0.5	-1.9	-0.8	-1.8	-0.5
DAGLB inhibitor	0	0	-1	1	-6	0
PKA-R2B activ	2	-12	-2	-12	-8	-2
Rtt109 HAT inh	-8	-4	1	4	2	-5
SR-BI DiI-HDL act	7	-50	28	-37	-18	13
cardiac RTF act	-2	6	-1	-4	-4	-2
CAL PDZ FP-2	3	-2	-3	/	-3	/

3 entries from above, with values under each structure.
Order of values – Keap1 Nrf2 FP | C-LANA FP | Cardiac RTF inh | CAL PDZ FP-1 | DAGLB inhibitor | PKA-R2B activ | Rtt109 HAT inh | SR-BI DiI-HDL act | cardiac RTF act | CAL PDZ FP-2
(17) COc1ccccc1NC(=O)c1cc([N+](=O)[O-])ccc1N1CCOCC1
  -4 | -0.4 | -2 | -2.1 | -4 | -13 | -18 | -58 | 6 | -2
(19) C=CCNC(=S)N1CCC(C(=O)c2ccc(OC)cc2)CC1
  0 | 0.2 | -1 | -1.7 | -1 | -6 | 0 | -30 | -3 | -3
(11) N#C/C(=C\c1ccccc1)C(=O)Nc1cc(S(=O)(=O)N2CCOCC2)ccc1N1CCCC1
  -5 | 0.6 | -16 | -1.6 | 2 | -19 | 5 | -13 | -6 | 3

Remaining list, next part:
(31) COc1ccc(Cl)cc1NC(=O)CSc1nc(C)cc(C)n1
(32) CC(C)n1nc(C(=O)Nc2ccc(-n3cnnn3)cc2)c2ccccc2c1=O
(33) CC(=O)Nc1ccc(NC(=O)CCS(=O)(=O)c2ccc3c(c2)oc(=O)n3C)cc1
(34) COc1ccc(NC(=O)CSc2nnc(Cc3ccccc3)c(=O)n2N)c(OC)c1
(35) COc1ccc(C(=O)C2CCCN(C(=O)c3cccnc3OC)C2)cc1F (centres undefined)
(36) Cc1cc2occ(CC(=O)NNC(=O)c3ccccc3)c2cc1C
assay / entry	31	32	33	34	35	36
Keap1 Nrf2 FP	-2	-6	2	0	0	-5
C-LANA FP	1.5	1.6	1.3	-0.9	-1.4	-0.4
Cardiac RTF inh	3	2	-1	5	-4	-7
CAL PDZ FP-1	-1.3	-4.1	-1.6	-0.8	-0.6	-1.5
DAGLB inhibitor	-1	-2	-4	1	-1	-2
PKA-R2B activ	-19	4	-2	-5	3	6
Rtt109 HAT inh	9	2	0	4	14	6
SR-BI DiI-HDL act	-14	-30	8	-16	-1	3
cardiac RTF act	-2	-3	-9	-11	2	3
CAL PDZ FP-2	6	-6	0	/	0	0

(37) COc1cccc(NC(=O)c2ccccc2-c2nc(-c3ccccc3)no2)c1
(38) COC(=O)c1oc2ccc(Br)cc2c1NC(=O)CN1CCN(C)CC1
(39) O=C(Nc1cccc(F)c1)N1CCCC(CNS(=O)(=O)Cc2ccccc2)C1 (centres undefined)
(40) O=C(COCc1ccccc1)N[C@@H]1c2ccccc2CC[C@@H]1OCc1ccccc1
(41) CCc1ccc(OCC(=O)N/N=C(\C)c2ccc(-n3ccnc3)cc2)cc1
(42) CCCCn1c(N)c(N(CCOC)C(=O)COC(=O)COc2c(C)cc(C)cc2C)c(=O)[nH]c1=O
assay / entry	37	38	39	40	41	42
Keap1 Nrf2 FP	-6	-3	2	0	-7	1
C-LANA FP	0.7	-3.3	-1.0	-1.9	0.4	-0.4
Cardiac RTF inh	-2	10	-4	2	-6	-11
CAL PDZ FP-1	-2.4	-0.9	-3.2	-0.6	-1.8	-2.0
DAGLB inhibitor	-4	1	-1	-9	-2	0
PKA-R2B activ	-4	-10	8	-4	6	4
Rtt109 HAT inh	27	1	17	-6	1	1
SR-BI DiI-HDL act	/	4	2	12	3	9
cardiac RTF act	-6	-5	4	0	-1	-6
CAL PDZ FP-2	6	-2	4	0	-5	-3

(43) CN1CCN(Cc2cccc(Oc3ccccc3)c2)CC1
(44) Cn1c(CCNC(=O)c2ccccc2)nc2ccccc21
(45) CC(C)CCNC(=O)NC(=O)COC(=O)C1CCN(S(=O)(=O)c2ccccc2F)CC1
(46) O=C(CSc1nc2ccccc2c(=O)n1-c1ccccc1)NCC1CCCO1 (centres undefined)
(47) C/C=C/C=C/C(=O)N1CC2(CC(c3cccc(NC(=O)/C=C/C)c3)=NO2)C[C@@H]1C(N)=O (some centres undefined)
assay / entry	43	44	45	46	47
Keap1 Nrf2 FP	-2	-3	-1	2	-12
C-LANA FP	2.0	0.0	0.0	0.0	0.3
Cardiac RTF inh	-14	-6	-9	-15	2
CAL PDZ FP-1	-2.2	-1.1	-0.9	0.3	-0.5
DAGLB inhibitor	-3	1	-1	2	-2
PKA-R2B activ	-3	-2	-8	-4	7
Rtt109 HAT inh	-3	1	2	4	1
SR-BI DiI-HDL act	11	12	11	/	9
cardiac RTF act	-4	-3	-4	-5	-1
CAL PDZ FP-2	-1	-1	-5	/	-3
